MCF10A rereplic – induces DNA re-replication in MCF 10a normal breast cells. MCF 10A DNA re-replication, Hoechst nuclear intensity, 48 h. Potency, µM (series often up to 46.1 µM), for the others: at the top dose activity, positive = re-replication, hits mostly activators. 2.9% of 350,000 active. AID 624296; further: potency means the concentration at half of the fitted maximal effect; % of control where 0% means no effect; nearly all actives have a fitted effect of over 50% in size
IL1B secr inh – inhibitors of inflammasome signaling (IL-1 beta secretion); 4.7% of 360,000 active; AID 743279; THP-1 LPS/ATP IL-1B secretion, AlphaLISA, 16 h; active compounds read low; activity change, % at 57.5 µM; in the data active means activity change below about -50%; inconclusive means mostly about -30% to -49%; further: on the % scale 0 is the no-effect control and ±100 the full control effect
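THP-1 cells pretreated 1 hr with compounds (up to 57.5 uM final), then stimulated with LPS (250 ng/mL final) plus ATP (1.25 mM final); secreted IL-1B measured by AlphaLISA after 16 hr, decreased signal indicating inhibition.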
HT1080-NT tox – kills 2HG-producing HT-1080-NT fibrosarcoma cells | Potency, µM (doses to about 46.1 µM), for the others: at the top dose activity, negative = less viability, actives largely listed as cytotoxic | 1.6% of 360,000 active | HT-1080-NT fibrosarcoma viability, CellTiter-Glo ATP luminescence, 48 h;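 further: NT is the 2HG producing partner of a matched IDH1 knockdown line; potency means the concentration at half of the fitted maximal effect; 0% = DMSO-treated cells and -100% = media-only wells without cells; nearly all actives have a fitted effect of over 55% in size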
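Luminescent CellTiter-Glo readout after 48 hours of compound exposure at 37 degrees C defined viability of HT-1080-NT cells. Activity was normalized to DMSO wells and cell-free media wells; concentration-response curves were fitted and assigned curve classes.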
GLP1R cytotox – cytotoxic in the GLP-1 receptor inverse agonist counter-screen | HEK293 cAMP-luciferase reporter cells, luminescence, 24 h | Potency, µM (series often up to 38.3 µM), without a hit: at the highest dose activity change, negative = inhibition, actives largely listed as inhibitors | 0.13% of 410,000 active;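 further: loss of luciferase light is scored as toxicity; potency means the concentration at half of the fitted maximal effect; on the % scale 0 is the no-effect control and ±100 the full control effect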
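A 23 nL compound transfer followed 12 hours of cell culture at 37 deg C; exposure then lasted 24 hr. Luciferase assay detection reagent was dispensed and plates read for luminescence after a 12 min room-temperature wait.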
KB-V1 cytotox – kills drug-selected multidrug resistant KB-V1 cells. AID 1347076. Potency, µM (doses to about 46.1 µM), inactives show at the top dose activity change, negative = cytotoxicity, actives largely listed as cytotoxic. 3.4% of 400,000 active. KB-V1 MDR cells viability, CellTiter-Glo, 72 h; further: potency means the concentration at half of the fitted maximal effect; on the % scale 0 is the no-effect control and ±100 the full control effect; nearly all actives have a fitted effect of over 60% in size
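KB-V1 MDR subline cells in DMEM (phenol-red free, 10% FBS) exposed to compounds in qHTS concentration series for 72 h at 37 degrees C. Viability read by CellTiter-Glo luminescence; concentration-effect curves fitted after normalization and correction.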
DRD3 agonist – D3 dopamine receptor (human) agonism; AID 652048; 0.58% of 410,000 active; P35462; max activation, %; D3R DiscoveRx beta-arrestin cells, luminescence, 90 min; in the data active means max activation above about 30%; further: 0% is about no effect; mostly tested at two doses, the higher about 12 µM
Target sequence (P35462 whole entry, looked up): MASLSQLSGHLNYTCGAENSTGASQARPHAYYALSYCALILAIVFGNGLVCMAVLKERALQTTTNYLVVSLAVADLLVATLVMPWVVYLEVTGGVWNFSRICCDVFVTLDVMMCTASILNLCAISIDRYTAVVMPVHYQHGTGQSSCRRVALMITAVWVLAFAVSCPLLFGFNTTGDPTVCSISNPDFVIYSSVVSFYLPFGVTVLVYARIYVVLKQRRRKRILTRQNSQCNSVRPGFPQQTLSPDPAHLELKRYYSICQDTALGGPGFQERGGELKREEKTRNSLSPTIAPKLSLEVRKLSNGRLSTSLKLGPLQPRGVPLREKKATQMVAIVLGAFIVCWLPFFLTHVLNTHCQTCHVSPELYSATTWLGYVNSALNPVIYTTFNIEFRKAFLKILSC
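Cells at 1500/well, incubated overnight, then treated with pinned compounds (dopamine as control) for 90 min at 37 degrees C. DiscoveRx reagent added for 30 - 60 minutes at room temperature; luminescence read.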
SW480 rereplic – DNA re-replication induction in SW480 cells. SW480 DNA re-replication, Hoechst DNA content imaging, 48 h. Potency, µM (doses to about 46.1 µM), inactives show top-dose re-replication activation, hits mostly activators. 1.8% of 340,000 active. AID 624297; further: potency means the concentration at half of the fitted maximal effect; % of control where 0% means no effect; nearly all actives have a fitted effect of over 55% in size
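250 cells/well; 23 nL cpd via pin tool; 48 hr, 37 C, 5% CO2; Hoechst 40 min; imager read of total nuclear intensity, ex 405/em 500-530 nm.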
HT1080 IDH1KD tx – kills HT-1080 cells with IDH1 knockdown | HT-1080 IDH1 knockdown viability, ATP luminescence, 48 h | Potency, µM (highest dose often 46.1 µM), without a hit: at the highest dose activity, negative = toxicity, actives largely listed as cytotoxic | 2% of 360,000 active | AID 686971;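 further: potency means the concentration at half of the fitted maximal effect; 0% = DMSO wells and -100% = cell-free medium wells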
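In this qHTS, HT-1080 cells depleted of IDH1 are exposed for 48 h at 37 °C to compound titrations. Toxicity is scored from CellTiter-Glo luminescence, with DMSO as full viability and medium alone as none.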
KB-3-1 tox – kills parental KB-3-1 adenocarcinoma cells | KB-3-1 viability, CellTiter-Glo ATP luminescence, 72 h | Potency, µM (titrated, usually from 46.1 µM), for inactives: top-dose activity change, negative = cytotoxic, usual class: cytotoxic | 1.4% of 400,000 active | AID 1347075; further: potency means the concentration at half of the fitted maximal effect; on the % scale 0 is the no-effect control and ±100 the full control effect; nearly all actives have a fitted effect of over 60% in size
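KB-3-1 cells, DMEM (no phenol red) + 10% FBS; compound by pin transfer, 72 h, 37 °C. Readout: CellTiter-Glo luminescence after 10 min. Data normalized, curve-fitted.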
Active calls of the source: *; ? = inconclusive; . = no result given; [ ] = remark or other dose. Unless noted, the call rests on the fitted dose curve; in most records, active means well fitted curve in the direction sought with a large enough effect; inconclusive means small, poorly fitted or top-dose-only effect, or another doubt; inactive means no such curve, though single readings can be large; an effect the other way counts as inactive or inconclusive. An unsorted share of the library. Share with any hit: about 11%.

SMILES	MCF10A rereplic	IL1B secr inh	HT1080-NT tox	GLP1R cytotox	KB-V1 cytotox	DRD3 agonist	SW480 rereplic	HT1080 IDH1KD tx	KB-3-1 tox
COc1ccc(CC(=O)Nc2ccc3c(c2)CCC3)cc1S(=O)(=O)N1CCOCC1	?	19	0%	-6%	0%	0	7%	3%	18%
CC/C(=N\NC(=O)c1nnn(-c2nonc2N)c1-c1cccc(OC)c1)c1ccc(C)cc1	?	0	21%	-21%	?	9	2%	5%	-13%
O=C(C(=O)c1ccc(O)c(O)c1)c1ccc(O)c(O)c1	-2%	23	13%	-15%	?	6	?	20%	14%
CC(=O)O[C@H]1CC(=O)OC(C)(C)C2CC(=O)[C@]3(C)C(CC[C@@](C)([C@@H](O[C@@H]4O[C@H](CO)[C@@H](O)[C@H](O)[C@H]4O)c4ccoc4)[C@@]34O[C@@H]4C(=O)O)[C@]21C (stereo partly specified)	0%	-21	-3%	4%	1%	-6	-10%	0%	16%
Cc1ccc(NC(=O)C2C3CCCC2C3c2ccccc2)cc1C (stereo unspecified)	-9%	22	0%	11%	5%	-7	?	-4%	-2%
COc1ccc(Cn2c(=O)[nH]c3cc(C(=O)NC4CCCC4)ccc3c2=O)cc1	1%	-7	15%	3%	24%	11	-1%	16%	-4%
COc1ccc(S(=O)(=O)NCCN2CCOCC2)cc1[N+](=O)[O-]	-11%	29	12%	5%	?	-7	-11%	9%	1%
CCCc1cc(=O)[nH]c(SCC(=O)Nc2cccc(S(=O)(=O)N3CCCCC3)c2)n1	4%	0	-3%	3%	-15%	-6	-1%	2%	-10%
Cc1ccc(-c2nnn(CC(=O)N3CCC(C)CC3)n2)o1	-2%	-30	10%	-9%	-32%	-5	-5%	11%	0%
Cc1cc2ccccc2nc1-c1ccccc1F	1%	18	11%	1%	10%	-7	-4%	10%	14%
CCOC(=O)c1c(C)[nH]c(C)c1C(=O)CSc1nncs1	-3%	19	-1%	3%	-2%	-7	-6%	0%	-5%
Nc1[nH]c(C(=O)c2ccccc2)c(-c2c(F)cccc2F)c1C(=O)c1ccc(Cl)c(Cl)c1	.	-18	?	-28%	-15%	-7	.	?	?
CC(C)C(=O)NC(=S)Nc1ccc(S(=O)(=O)NC2CCCCC2)cc1	-10%	4	-8%	1%	?	-10	6%	-4%	-3%
CC(C)C[C@H](NC(=O)OC(C)(C)C)C(=O)N/N=C/c1ccc2nccnc2c1	21%	21	6%	-2%	-1%	-12	-3%	5%	6%
Cc1ccccc1-c1nc(SCc2cccnc2)c2c(=O)n(C)c(=O)n(C)c2n1	7%	37	13%	3%	?	-2	5%	16%	9%
C=CCc1cc(C=O)cc(OC)c1OCc1c(Cl)cccc1Cl	?	31	-27%	-6%	-27%	19	?	?	14%
CCn1c(SCC(=O)Nc2sc3c(c2C#N)CCCC3)nnc1-c1ccco1	7%	0	-3%	-16%	-25%	-5	12%	-1%	2%
O=C(COc1ccc(Cl)cc1Cl)NCCCN1CCOCC1	8%	19	1%	-1%	?	-25	10%	-3%	-3%
Cc1cc(C)c(C)c(S(=O)(=O)N2CCC(C(=O)OCC(=O)N3c4ccccc4NC(=O)C3(C)C)CC2)c1C	121%[0.0737 µM]	0	1%	-4%	0%	6	-1%	7%	20%
O=S(=O)([N-]c1nc2ccccc2nc1-[n+]1ccc(Cc2ccccc2)cc1)c1ccc(Br)s1	9.2µM*	?	15µM*	10µM*	0%	-10	?	21µM*	-6%
CCOC(=O)C1=C(CN(C)Cc2ccccc2)NC(=O)NC1c1ccc(OC(C)C)cc1 (stereo unspecified)	.	.	.	-4%	-19%	-4	.	.	-7%
O[C@@H](CNC[C@H](O)c1ccccc1)c1ccccc1	-1%	-28	4%	-18%	5%	-2	-3%	0%	4%
COc1ccccc1NC(=O)CC1S/C(=N/N=C2\CCCc3ccccc32)NC1=O (stereo unspecified)	?	-9	?	-6%	-2%	-11	17%	?	-4%
COc1cccc(NC(=O)C2C3C=CC4(O3)C2C(=O)N(CCCN2CCC(C)CC2)C4C(=O)NC2CCCCC2)c1 (stereo unspecified)	0%	-26	11%	-2%	5%	-13	-7%	7%	5%
COc1ccc(-c2nnc(SCC(=O)Nc3ccc(C)c(C)c3)s2)cc1	.	.	.	1%	14%	3	.	.	0%
O=C(COC(=O)C1(c2cccc(F)c2)CCCC1)NCc1ccc2c(c1)OCO2	?	-8	-10%	2%[1.53 µM]	-27%	-9	2%	-2%	0%
CC(=O)Nc1ccc(S(=O)(=O)C(C#N)c2nc3ccccc3nc2NCCN2CCOCC2)cc1 (stereo unspecified)	-3%	-9	14%	3%	-6%	-9	-6%	8%	7%
CC1(C(=O)NCc2ccc3c(c2)OCO3)CCN1CCc1ccccc1 (stereo unspecified)	.	11	13%	16%	-10%	-4	.	0%	0%
CCN(C(=O)C1CCCCC1)c1nnc(-c2cccnc2)s1	-1%	-17	-1%	27%	-26%	-2	-6%	-5%	-4%
c1ccc(Cc2noc(CN3CCN(CCOc4ccccc4)CC3)n2)cc1	-4%	-7	-2%	2%	-6%	16	6%	-6%	-5%
Cc1ccc(N=Nc2c(C)[nH][nH]c2=O)c(C)c1	?	1	0%	?	?	4	?	-10%	?
Cc1nc(SCC(N)=O)[nH]c(=O)c1CCC(C)C	-4%	16	-2%	-3%	-2%	1	-1%[9.22 µM]	-2%	10%
Cc1cc(C(=O)N/N=C/c2cc(Cl)cc([N+](=O)[O-])c2O)c2ccccc2n1	?	38	?	?	-21%	-6	?	?	?
O=C(Nc1ccccc1)/C(=C\c1cccs1)NC(=O)c1ccccc1	0%	28	-3%	4%	3%	-5	1%	3%	2%
CCN(C(=O)COC(=O)/C=C/c1cccc([N+](=O)[O-])c1)c1c(N)n(Cc2ccccc2)c(=O)[nH]c1=O	4%	-17	8%	-12%	24%	0	-5%	-1%	-1%
CCOc1ncccc1C(=O)OCC(=O)c1ccc[nH]1	0%	-19	7%	1%	-4%	-2	-5%	-15%	6%
CCOC(=O)c1cnc2c(Cl)cc(Cl)cc2c1Nc1cc(C(=O)O)ccc1C	.	.	.	1%	0%	-2	.	.	?
Cc1cc2c(cc1S(=O)(=O)CCC(=O)N1CCCC(C)C1)OCC(=O)N2 (stereo unspecified)	.	.	.	-6%	?	4	.	.	21%
COc1ccc(NS(=O)(=O)c2cc3c4c(c2)CC(=O)N4CCC3)cc1Cl	.	.	.	5%	18%	-12	.	.	-5%
CC(Sc1nnnn1C1CCCC1)C(=O)Nc1cccc(S(=O)(=O)N2CCOCC2)c1 (stereo unspecified)	2%	14	-3%	3%	?	6	7%	-1%	4%
CN(C)CCOc1ccc2c(c1)C(=O)C(=Cc1ncc([N+](=O)[O-])n1C)C2	.	-51*	23µM*	?	3.7µM*	-4	.	6.5µM*	?
Cc1ccc(-n2c(SCCC(C)C)nc3sc4c(c3c2=O)CC(C)(C)OC4)cc1	.	.	.	0%	?	-19	.	.	2%
O=C(CC1NCCN(Cc2ccccc2)C1=O)Nc1ccccc1 (stereo unspecified)	0%	3	-2%	0%	4%	-3	-7%	-5%	-1%
CN1CCN(CCCNc2c(C=O)c(=O)[nH]c3ccccc23)CC1	7%	53	10%	13%	0%	-1	-16%	8%	0%

Gathered by group, the entries above containing an aryl thioether with sulfur outside any ring.
SMILES	MCF10A rereplic	IL1B secr inh	HT1080-NT tox	GLP1R cytotox	KB-V1 cytotox	DRD3 agonist	SW480 rereplic	HT1080 IDH1KD tx	KB-3-1 tox
CCCc1cc(=O)[nH]c(SCC(=O)Nc2cccc(S(=O)(=O)N3CCCCC3)c2)n1	4%	0	-3%	3%	-15%	-6	-1%	2%	-10%
CCOC(=O)c1c(C)[nH]c(C)c1C(=O)CSc1nncs1	-3%	19	-1%	3%	-2%	-7	-6%	0%	-5%
Cc1ccccc1-c1nc(SCc2cccnc2)c2c(=O)n(C)c(=O)n(C)c2n1	7%	37	13%	3%	?	-2	5%	16%	9%
CCn1c(SCC(=O)Nc2sc3c(c2C#N)CCCC3)nnc1-c1ccco1	7%	0	-3%	-16%	-25%	-5	12%	-1%	2%
COc1ccc(-c2nnc(SCC(=O)Nc3ccc(C)c(C)c3)s2)cc1	.	.	.	1%	14%	3	.	.	0%
Cc1nc(SCC(N)=O)[nH]c(=O)c1CCC(C)C	-4%	16	-2%	-3%	-2%	1	-1%[9.22 µM]	-2%	10%
CC(Sc1nnnn1C1CCCC1)C(=O)Nc1cccc(S(=O)(=O)N2CCOCC2)c1 (stereo unspecified)	2%	14	-3%	3%	?	6	7%	-1%	4%
Cc1ccc(-n2c(SCCC(C)C)nc3sc4c(c3c2=O)CC(C)(C)OC4)cc1	.	.	.	0%	?	-19	.	.	2%

Part of the list above, comma-delimited.
smiles,MCF10A rereplic,IL1B secr inh,HT1080-NT tox,GLP1R cytotox,KB-V1 cytotox,DRD3 agonist,SW480 rereplic,HT1080 IDH1KD tx,KB-3-1 tox
O=C(CC1NCCN(Cc2ccccc2)C1=O)Nc1ccccc1 (stereo unspecified),0%,3,-2%,0%,4%,-3,-7%,-5%,-1%
CN1CCN(CCCNc2c(C=O)c(=O)[nH]c3ccccc23)CC1,7%,53,10%,13%,0%,-1,-16%,8%,0%

Compound activity deposited in PubChem by National Center for Advancing Translational Sciences (NCATS).
